# Screens as filed in PubChem BioAssay.
# Rpn11 block: Rpn11 (PSMD14) deubiquitinase inhibitors, primary screen, biochemical, fluorescence polarization, uHTS; hit rate 0.59% among 360,000; 26S proteasome non-ATPase regulatory subunit 14 (Homo sapiens), O00487; AID 588493, 2011; calls only at 20 µM; human 26S proteasome, Ub4-pepOG fluorescence polarization; 20S core pre-blocked with epoxomicin;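 active means inhibition at 20 µM, scaled to each plate's controls, above about 33%, limit read from the data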
# bovine MsrA act: bovine MsrA enzyme activators, primary screen, biochemical, absorbance, HTS; activation, % at 10.6 µM; purified bovine MsrA, absorbance read-out; Methionine sulfoxide reductase A (Bos taurus); hit rate 0.3% among 360,000; in the data active means activation above about 7.5%;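 further: 0% = vehicle and 100% = reference activator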
# FAS-TE inh: FAS thioesterase domain inhibitors, primary screen, biochemical, fluorescence intensity, uHTS; recombinant FAS-TE, OMFH fluorogenic substrate, fluorescence endpoint; inhibition, % at 15 µM; hit rate 0.67% among 360,000;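 active means compounds whose normalised, plate-corrected inhibition of enzyme fluorescence in the single-dose primary screen is 50% or more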;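 further: 0% = DMSO with enzyme and 100% = substrate without enzyme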
# Rin1-Abl PPI inh: inhibitors of Rin1-Abl protein binding, primary screen, biochemical, TR-FRET | Tyrosine-protein kinase ABL1 (Homo sapiens) + Ras and Rab interactor 1 (Homo sapiens), … | inhibition, % at 7.35 µM | hit rate 0.4% among 360,000 | AID 588664, 2011; in the data active means inhibition above about 5%, passing the limit was not always enough
# MsrA inh: bovine MsrA enzyme inhibitors, primary screen, biochemical, absorbance, HTS. purified bovine MsrA, absorbance read-out. inhibition, % at 15.5 µM. hit rate 0.75% among 360,000; in the data active means inhibition above about 4.5%;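 further: 0% = vehicle wells with enzyme and 100% = reference inhibitor wells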
# MLLE-PAM2 inh: inhibitors of PABP1 MLLE–PAM2 peptide binding, primary screen, biochemical, fluorescence polarization, FITC-PAM2, GST-MLLE. hit rate 0.36% among 360,000. Polyadenylate-binding protein 1 (Homo sapiens), P11940. inhibition, % at 20 µM. AID 588489, 2011; in the data active means inhibition above about 35%, passing the limit was not always enough;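 further: plate controls were DMSO wells with GST-MLLE for no effect and wells lacking GST-MLLE protein for full effect; some results filed as inactive read as strong as hits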
# MT1-MMP act inh: blockers of MT1-MMP proenzyme processing, primary screen, HT1080 RFP-PRO-GFP cells, GFP/RFP fluorescence; AID 651647, 2012; GFP/RFP ratio fluorescence, overnight; percent of plate control window, DMSO zero; hit rate 0.061% among 360,000; GFP/RFP ratio change, % at 20 µM;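 active means GFP/RFP ratio change of at least 30% with cell ATP level not reduced by more than half and red fluorescence within 50% of control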; further: strong numbers were not always called active
#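 Compound: 20 µM single dose, 1% DMSO / System: HT1080 RFP-PRO-GFP cells / Controls: DMSO and RFP-L50D-GFP cell wells / Read-out basis: GFP/RFP fluorescence ratio / Schedule: overnight compound exposure at 37 °C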
# CSN inh: inhibitors of CSN-mediated cullin deneddylation, primary screen, biochemical, fluorescence polarization, uHTS | inhibition, % at 12.5 µM | hit rate 0.38% among 360,000 | Purified CSN, SCF-Nedd8-OG deneddylation | COP9 signalosome complex subunit 5 (Homo sapiens), Q92905;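 active means pattern-corrected inhibition above about 35%, with an unprinted fluorescence ratio check between 0.5 and 1.5, limit read from the data, passing the limit was not always enough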;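 further: 0% = enzyme with substrate and 100% = substrate without enzyme; some results filed as inactive read as strong as hits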
#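 Assay system: purified human Csn5 enzyme expressed in HEK293T cells; measure: % inhibition; also added: SCFSkp2-Nedd8OG substrate at 10 nM final; technique: fluorescence polarization; times: reaction 90 min, room temperature; medium: Tris buffer pH 7.5, NaCl, DTT, Tween-20, trehalose, ovalbumin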
# eLon inh: inhibitors of E. coli Lon protease, primary screen, biochemical, fluorescence polarization | purified E. coli Lon protease | P0A9M0 | inhibition, % at 7.94 µM | hit rate 0.42% among 360,000; in the data active means inhibition above about 13%, passing the limit was not always enough;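 further: 0% = enzyme with probe and DMSO and 100% = no enzyme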
# Numbers without * were called inactive; i = inactive; · = no result given; + = active, no number.
SMILES,Rpn11 block,bovine MsrA act,FAS-TE inh,Rin1-Abl PPI inh,MsrA inh,MLLE-PAM2 inh,MT1-MMP act inh,CSN inh,eLon inh
NS(=O)(=O)c1ccc(CCNC(=O)c2ccc3nccnc3c2)cc1,i,-8,-10,3,0.6,-31,-7,16,-4
O=C(COC(=O)c1ccc(F)c(S(=O)(=O)N2CCOCC2)c1)NCCc1ccc(F)cc1,i,-10,3,1,1.1,9,-3,0,-5
CCCCn1c(N)c(N(C(=O)CSc2nnnn2-c2ccccc2)C2CCCC2)c(=O)[nH]c1=O,i,-2,-6,1,1.0,-5,0,-1,-20
Cc1cccc(C)c1NC(=O)C1c2ccccc2OCC(=O)N1Cc1ccco1 (stereo not given),·,-2,-10,·,-0.4,·,4,-2,-2
CC1CCC(NC(=O)c2[nH]c(C(F)(F)F)nc2-c2ccccc2)CC1 (stereo not given),i,-7,-8,2,-0.1,7,-1,0,-2
Cc1cccc(NC(=S)N/N=C/C(C)c2ccccc2)c1C (stereo not given),i,-7,-3,0,-1.7,7,1,4,-2
Cc1ccccc1-c1nc(CSc2nc3c(c(=O)[nH]2)CCC3)c(C)o1,i,-7,-4,1,-0.8,-23,4,3,1
Cc1cc(-c2csc3ncnc(N4CCN(C)CC4)c23)cc(C)c1C,i,1,3,1,1.9,-1,-16,1,12
COc1ccc(OC)c(N(C)S(=O)(=O)c2ccc3c(c2)N(C(C)=O)CCO3)c1,i,-3,-4,-2,1.5,11,2,-1,5
COc1ccc(/C=N/NC(=O)CCc2ccccc2)cc1O,i,2,-4,1,1.1,-3,-3,-1,-2
Cc1ccc(C)c(N2N=C(C(=O)Nc3ccc(S(=O)(=O)N4CCCC4)cc3)CCC2=O)c1,i,-2,16,-5,1.1,2,6,2,-6
O=C(Nc1ccc(Cl)cc1)OCc1cc(-c2ccccc2Cl)on1,i,0,23,0,0.2,-2,1,-5,2
CC1CCCCN1C(=O)COc1ccccc1F (stereo not given),i,-1,-2,3,-0.1,13,10,-3,-2
O=C(CSc1nnc(-c2ccncc2)o1)Nc1ccccc1C(F)(F)F,i,-1,-7,-3,-1.7,-3,-1,-2,-7
C=CCNC(=O)C1CCN(S(C)(=O)=O)CC1,i,1,-6,1,-1.0,4,1,2,-9
NC(=O)C1CCN(CC(=O)N2N=CCC2c2ccccc2)CC1 (stereo not given),i,0,-11,1,-0.2,-10,0,2,-1
CN(C)c1ccc(C(=O)NCC(c2cccs2)N2CCOCC2)cc1[N+](=O)[O-] (stereo not given),i,-3,4,-4,-0.2,-5,0,-1,-21
C[C@H]1CN([C@@H](C)CO)C(=O)c2cccc(NC(=O)c3ccc(-c4nccs4)cc3)c2O[C@@H]1CN(C)C(=O)Nc1cccc2ccccc12,i,-1,-4,-2,1.0,9,2,0,0
Cc1sc2nc(C(C)C)nc(SCC(=O)NC3CC3)c2c1C,i,2,0,0,-0.2,5,0,-2,7
COc1cc(CNC2CCCC2)cc(Cl)c1OCc1ccc(F)cc1,i,1,-8,1,0.2,-8,3,0,3
OCCCNCc1ccc(Cl)cc1Cl,i,-11,-4,1,1.5,11,-1,-21,1
Cc1nnc(SCC(=O)Nc2ccc(N3CCOCC3)cc2)n1Cc1ccccc1,i,-2,-4,2,0.0,-9,3,-5,-17
Cc1ccc2nc(SCC(=O)N3CCCc4ccccc43)nc(=O)n2c1,i,1,-3,-3,0.3,9,-3,-8,-5
COc1ccc2nc(Nc3nc(CSc4ccc(C)cc4)cc(=O)[nH]3)nc(C)c2c1,i,0,8,-1,1.6,4,5,1,-2
Cc1ccc(/C=N/n2c(-c3ccncc3)n[nH]c2=S)s1,i,-2,-6,4,0.0,-43,-9,1,2
Cc1ccc(O)c(NC(=S)NC(=O)/C=C/c2ccccc2)c1,i,1,-2,-1,0.8,41*,2,9,14
COc1ccc(C(=O)n2nc(-c3ccc(Cl)cc3)nc2N)cc1OC,i,-7,1,1,1.2,0,1,-1,-5
COc1ccc(/C=C(\NC(=O)c2cccs2)C(=O)N2CCOCC2)cc1OC,i,-4,-4,-5,0.5,-6,-2,-2,6
CN(C)c1cccc(C(=O)OCC(=O)Nc2ccccc2Cl)c1,i,-13,22,1,-0.1,-3,4,3,10
CCOC(=O)C(C)Sc1nc(-c2cccs2)ccc1C#N (stereo not given),i,-2,47,3,2.0,-15,-5,1,-14
Cc1cc(C)c2sc(NC(=O)c3ccc([N+](=O)[O-])o3)nc2c1,i,-2,7,-5,1.0,-6,4,7,-11
O=[N+]([O-])c1ccccc1S(=O)(=O)Oc1ccc(C(=S)N2CCOCC2)cc1,i,-12,20,1,0.4,24,5,2,-6
CC1=C(C(=O)Nc2ccccc2)C(c2ccccn2)n2ncnc2N1 (stereo not given),i,-12,-14,5,0.1,3,-1,2,-4
COc1cc(OC)cc(C(=O)N2CCC(N3CCN(c4ccccc4)CC3)CC2)c1,i,-7,-12,-1,-1.8,-8,4,-3,-2
O=c1[nH]cnc2scc(-c3cccs3)c12,i,4,-10,-1,0.8,-8,6,3,-12
CCOC(=O)NCCc1ccc(OC)cc1,i,3,-4,1,0.1,6,4,1,-3
CCN1CCN(C(=O)c2ccccc2N(Cc2ccccc2)S(=O)(=O)c2ccc(C)cc2)CC1,i,-3,-4,-2,0.5,-6,-11,2,-5
COCCCNC(=O)CSC1=Nc2ccccc2C2=NC(c3ccccc3)C(=O)N12 (stereo not given),i,-3,-6,2,1.3,8,1,4,-7
CCC(C(=O)N1CCN(c2cccc(Cl)c2)CC1)c1ccccc1 (stereo not given),i,-3,24,-5,-0.6,-1,-12,-1,-10
CC(C)Oc1ccc(CNC(=O)C2CCCN(S(=O)(=O)N3CCOCC3)C2)cc1 (stereo not given),i,-3,-4,0,1.6,7,-1,-5,-3
COC(=O)c1cc(OC)c(OC)cc1NC(=O)CSc1nnc(-c2cccnc2)n1C,i,-2,-6,0,1.0,-6,0,-4,4
O=C(COc1ccccc1C(=O)Nc1ccccc1)c1ccc(F)cc1,i,-2,22,-6,0.3,10,-1,4,0
C/C(CC(=O)Nc1ccc(C)c(Cl)c1)=N\NC(=O)C1CCCCC1,i,0,4,-2,-0.6,8,-1,1,0
CCOC(=O)C1CCCN(C(=O)CN2C(=O)NC(C)(c3ccc4ccccc4c3)C2=O)C1 (stereo not given),i,-1,-5,2,-0.1,7,0,1,-3
O=C(CN1N=C(c2ccccc2)CCC1=O)NCCN1CCc2ccccc2C1,i,0,-8,-4,-0.2,14,-2,-13,-1
Brc1cc2c(cc1CN1CCc3ccccc3C1)OCO2,i,0,13,0,-1.1,12,2,3,-4
CCOC(=O)C1(C)CCN1C(=O)c1cccc(OC(F)(F)F)c1 (stereo not given),i,-1,-3,2,-0.5,-2,0,-2,-7
Nc1ncnc2oc(-c3ccco3)c(-c3ccco3)c12,i,-17,-3,1,2.9,21,·,36,10
Cc1ccc(S(=O)(=O)c2nnn3c2nc(Nc2cccc(C)c2)c2ccccc23)cc1,i,-2,2,-1,0.6,-3,1,1,-3
Cc1ccc(C(=O)NCCc2nnc3ccc(SCC(=O)N4CCCC4)nn23)cc1,i,-5,-5,15*,1.7,20,0,-3,6
COC(=O)c1cccc(NS(=O)(=O)c2ccc(OC)c(C(=O)N3CCOCC3)c2)c1C,i,0,-6,0,-0.8,8,2,3,3
O=C(COC(=O)CCc1nc2ccccc2s1)Nc1ccc(Cl)cn1,i,-1,-6,-2,-0.5,6,-4,2,-22
Fc1ccc(C2CCCN2Cc2nc(-c3cnccn3)no2)cc1 (stereo not given),i,-3,-6,1,0.1,11,-4,-4,-2
O=C(O)Cc1ccc(NC(=O)CCN2C(=O)c3ccc([N+](=O)[O-])cc3C2=O)cc1,i,-1,-3,1,3.0,-4,-1,-8,-2
Cc1ccc2c(c1)S(=O)(=O)c1ccc3ccccc3c1N2,i,-5,-4,-3,0.8,11,8,6,9
CN(CC(=O)Nn1cnnc1)S(=O)(=O)c1ccc(Br)cc1,i,-1,-9,2,0.5,8,6,1,-1
CC(C)C(C=Cc1ccccc1)=NNS(=O)(=O)c1ccccc1,i,-2,14,2,0.5,3,1,-3,-6
Cc1ccc(C(=O)N2CCN(c3ncc(C(F)(F)F)cc3Cl)CC2)s1,i,-8,18,1,-0.1,0,3,2,-2
COc1ccccc1N(Cc1ccccc1)S(=O)(=O)c1cc(C(=O)O)ccc1Cl,i,-4,0,-1,-0.6,0,3,-2,-2
CCCc1c(C)[nH]c2ccc(C(=O)O)cc2c1=S,+,-2,0,3,-0.2,17,3,48*,6

# Filtered by structure, those above containing bromine
SMILES,Rpn11 block,bovine MsrA act,FAS-TE inh,Rin1-Abl PPI inh,MsrA inh,MLLE-PAM2 inh,MT1-MMP act inh,CSN inh,eLon inh
Brc1cc2c(cc1CN1CCc3ccccc3C1)OCO2,i,0,13,0,-1.1,12,2,3,-4
CN(CC(=O)Nn1cnnc1)S(=O)(=O)c1ccc(Br)cc1,i,-1,-9,2,0.5,8,6,1,-1

# The list goes on.
SMILES,Rpn11 block,bovine MsrA act,FAS-TE inh,Rin1-Abl PPI inh,MsrA inh,MLLE-PAM2 inh,MT1-MMP act inh,CSN inh,eLon inh
O=C(CN(C(=O)CNS(=O)(=O)c1ccccc1)c1ccc(Cl)cc1)NCC1CCCO1 (stereo not given),i,-1,-4,2,1.9,4,0,3,4
Cc1nnc2sc(COc3ccccc3)nn2c1=O,i,-3,-5,1,0.7,11,-3,5,4
Cc1ccc(O)c(C(=O)c2cnc3c(c2)COc2ccccc2-3)c1,i,-4,24,1,2.0,1,-18,3,-1
CCOC(=O)c1c(NC(=O)CSc2nc3ccccc3c(=O)n2-c2ccc(F)cc2)sc(C(C)=O)c1C,i,-12,26,1,0.8,-26,-1,0,-5
Cn1c(NC(=O)Cc2ccc(F)cc2)cc(=O)n(C)c1=O,i,-2,-3,-1,0.2,10,4,-2,-5
O=C(CN1CCCCC1)Nc1ccccc1NC(=O)CN1CCCCC1,i,-3,-4,3,-1.4,6,4,2,0
COc1ccc2c(CC(=O)OCC(=O)Nc3sc4c(c3C#N)CCC(C)C4)coc2c1 (stereo not given),i,-6,15,-4,-1.2,7,2,-9,-1
Cc1nn(-c2ccccc2)c(C)c1C(=O)NCc1cccs1,i,-4,-6,0,-0.1,1,-1,-21,-9
CCC1CCc2sc(C(=O)NCC(c3ccc(OC)cc3)N3CCOCC3)cc2C1 (stereo not given),i,-1,28,-1,-0.6,6,1,2,-1
COc1ccc(Cl)cc1N(CC(=O)NCc1ccccn1)S(=O)(=O)c1ccc(C)cc1,i,-2,-3,0,0.2,2,-4,-2,-3
O=C(NC1CCCC1)C(c1cccnc1)N(Cc1ccc(F)cc1)C(=O)c1csnn1 (stereo not given),i,0,-3,-1,-0.5,12,0,4,-2
CN(C)c1ccc(NC2=C([N+](=O)[O-])CS(=O)(=O)C2)cc1,i,-2,-6,-2,0.5,6,-11,3,-5
O=C(NCc1ccc(F)cc1)C(c1ccc(Cl)cc1)N(C(=O)c1csnn1)C1CC1 (stereo not given),i,-8,18,5,-0.9,8,-4,3,-4

# The order is random; any-hit rate near 3.7%.
